HCV inh – qHTS Assay for Inhibitors of Hepatitis C Virus (HCV) | Huh7.5.1 HCVcc-Cre infection, luciferase reporter, 44 h | Potency, µM (top dose mostly 41.8 µM), for inactives: at the top dose activity change, negative = inhibition, actives largely listed as inhibitors | 340,000 compounds, 3.4% hits | AID 651820, 2012; note: potency is the fitted concentration of half-maximal effect
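Whole-lifecycle infectious HCVcc-Cre system; cells 1,000/well, compound then virus (~0.5 moi) added 4 h after plating, 44 h culture. Luciferase read 15 sec following 15 min substrate incubation, room temp.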
AmpC detergent – qHTS Inhibitors of AmpC Beta-Lactamase (assay with detergent). AmpC hydrolysis of nitrocefin, absorbance 480 nm, 0.01% Triton. Potency, µM (doses to about 114 µM), for the others: at the highest dose activity change, negative = inhibition, usual class: inhibitors. 370,000 compounds, 0.041% hits;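 note: potency is the fitted concentration of half-maximal effect; 0% = no-compound wells and -100% = no-enzyme wells; nearly all actives have a fitted effect of over 25% in size; some results filed as inactive show a strong effect at the top dose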
Target sequence (P00811 whole entry, looked up): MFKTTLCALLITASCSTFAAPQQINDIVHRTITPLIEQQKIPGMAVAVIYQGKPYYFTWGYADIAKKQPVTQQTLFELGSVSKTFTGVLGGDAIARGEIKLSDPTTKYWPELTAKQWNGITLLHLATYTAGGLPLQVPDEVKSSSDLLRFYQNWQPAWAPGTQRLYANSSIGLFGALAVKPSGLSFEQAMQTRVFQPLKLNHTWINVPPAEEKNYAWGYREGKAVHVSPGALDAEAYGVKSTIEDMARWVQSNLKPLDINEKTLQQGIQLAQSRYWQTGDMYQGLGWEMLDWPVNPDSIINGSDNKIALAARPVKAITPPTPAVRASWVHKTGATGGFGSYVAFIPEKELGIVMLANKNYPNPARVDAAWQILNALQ
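AmpC (5.3 nM in the dispensed reagent) in 20 mM phosphate pH 7.0 with 0.01% (detergent screen) or 0.0001% Triton X-100 was preincubated with compounds for 15 min at room temperature. Nitrocefin was then added from an 800 uM solution, and hydrolysis was followed at 480 nm.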
AMA1-RON2 inh – qHTS for Inhibitors of AMA1-RON; Towards Development of Antimalarial Drug Lead: Primary Screen; Plasmodium falciparum AMA1 (3D7) - RON2 peptide interaction; AlphaScreen AMA1-biotinylated RON2 peptide binding; Potency, µM (titrated, usually from 58.2 µM), without a hit: top-dose activity change, negative = inhibition, usual class: inhibitors; 360,000 compounds, 0.2% hits;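 note: potency is the fitted concentration of half-maximal effect; 0% = vehicle wells and -100% = peptide control; nearly all actives have a fitted effect of over 45% in size; some results filed as inactive show a strong effect at the top dose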
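AMA1 (3D7) with his tag at 25 nM final met compounds first, then biotinylated RON2 peptide at 25 nM; detection used donor plus acceptor beads, 10 µg/mL apiece, read by AlphaScreen after 30 min at room temperature.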
Giardia FBPA inh – qHTS Assay for Inhibitors of Fructose-1,6-bisphosphate Aldolase from Giardia Lamblia; A8B2U2; purified Giardia FBPA; Potency, µM (titrated, usually from 59.6 µM), for the others: at the top dose activity, negative = inhibition, actives largely listed as inhibitors; 290,000 compounds, 0.71% hits; note: potency is the fitted concentration of half-maximal effect; nearly all actives have a fitted effect of over 55% in size
Target sequence (A8B2U2 whole entry, looked up): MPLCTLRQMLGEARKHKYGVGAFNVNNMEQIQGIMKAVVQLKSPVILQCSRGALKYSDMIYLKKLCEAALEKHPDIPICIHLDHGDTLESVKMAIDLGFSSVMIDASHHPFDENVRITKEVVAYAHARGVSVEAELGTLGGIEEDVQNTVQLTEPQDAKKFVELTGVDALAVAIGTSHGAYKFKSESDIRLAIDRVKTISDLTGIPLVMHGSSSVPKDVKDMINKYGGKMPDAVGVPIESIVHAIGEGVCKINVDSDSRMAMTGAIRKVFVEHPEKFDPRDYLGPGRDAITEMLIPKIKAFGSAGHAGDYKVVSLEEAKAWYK
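Giardia FBPA (40 nM reagent) was preincubated 10 min at RT with compound (up to 57.5 uM final), then substrate plus GAPDH/TPI/NAD/arsenate coupling system with diaphorase/resazurin was added; resorufin fluorescence (525/598 nm) was read after 20 min.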
Sm TGR inh – qHTS Assay for the Inhibitors of Schistosoma Mansoni Peroxiredoxins. Schistosoma mansoni thioredoxin glutathione reductase (TGR), Q962Y6. purified TGR, DTNB reduction, TNB absorbance 405 nm. Potency, µM (highest dose often 114 µM), inactives show top-dose activity change, negative = inhibition, hits mostly inhibitors. 360,000 compounds, 3% hits; note: potency is the fitted concentration of half-maximal effect; nearly all actives have a fitted effect of over 60% in size
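First, TGR (20 nM dispensed) and NADPH were mixed with compound. Second, a 15 min room-temperature incubation followed. Third, further NADPH and then DTNB were added to start the reaction. Finally, TNB absorbance was monitored kinetically.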
HCMV antiviral – qHTS Assay for inhibitors of the human cytomegalovirus (HCMV); HFF cells, HCMV-luciferase reporter, 72 h; hits give low values; activity change, negative = inhibition, % at 57.5 µM; 410,000 compounds, 4.5% hits; AID 1259415, 2018; in the data active = activity change below about -60%; inconclusive = no clear call, values can overlap the other calls; inactive = above about -39%
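Human foreskin fibroblasts infected with luciferase-reporter HCMV at MOI 1 PFU/cell, compounds at two doses. Luciferase measured 72 h post infection; normalized to buffer-only basal and Salinomycin (10uM) controls.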
* hit, by the source's call; ? = inconclusive; . = no result given; & = joins results of further samples; [ ] = another dose, or the depositor's remark. Unless noted, calls come from the whole dose curve; as a rule, active = well fitted curve in the direction sought with a large enough effect; inconclusive = small, poorly fitted or top-dose-only effect, or another doubt; inactive = no such curve, though single readings can be large; an effect the other way counts as inactive or inconclusive. Unless noted, % is set by controls: 0 for no effect and ±100 for the full control effect. Compounds as they come. Share with any hit: about 9.3%.

The opening two records as a preview:
Order of results – HCV inh | AmpC detergent | AMA1-RON2 inh | Giardia FBPA inh | Sm TGR inh | HCMV antiviral
(1) CCNC(=O)C(Sc1ccccc1)c1ccccc1 (configuration not stated)
 : 5.1% | -10.3% | 3.2% | 0.5% | 0.0% | 4.5
(2) Cc1cc(C)c2c(n1)SCC(=O)N2CC(=O)Nc1c(C)cccc1C
 : 0.2% | -10.3%&13.5% | 0.0% | 2.6% | -21.5%&-0.5% | 3.4&-1.4

The list itself, repeating the preview:
Order of results – HCV inh | AmpC detergent | AMA1-RON2 inh | Giardia FBPA inh | Sm TGR inh | HCMV antiviral
(1) CCNC(=O)C(Sc1ccccc1)c1ccccc1 (configuration not stated)
 : 5.1% | -10.3% | 3.2% | 0.5% | 0.0% | 4.5
(2) Cc1cc(C)c2c(n1)SCC(=O)N2CC(=O)Nc1c(C)cccc1C
 : 0.2% | -10.3%&13.5% | 0.0% | 2.6% | -21.5%&-0.5% | 3.4&-1.4
(3) Cc1cccc(NC(=O)CSc2nc(-c3ccccc3)c(C#N)c(=O)[nH]2)c1C
 : 5.5% | -3.1% | -13.3% | 24.6% | 1.8% | 11.2
(4) COc1ccc(S(=O)(=O)NCC(c2ccco2)N2CCN(c3ccc(F)cc3)CC2)cc1C (configuration not stated)
 : . | 1.1% | . | . | 4.5% | -25.1
(5) CN(C)c1cccc(/C=C(\C#N)c2ccccc2)c1
 : 11.2µM* | -9.0% | -25.5% | 2.8% | 5.9% | 32.0
(6) O=C(Cc1c(Cl)cccc1Cl)NC1=NCCS1
 : . | -20.1% | . | -13.1% | 5.4% | .
(7) Cc1ccc(NC(=O)C2CCC(CNS(=O)(=O)c3cccs3)CC2)cc1C (configuration not stated)
 : . | -3.0% | . | . | 6.2% | -21.9
(8) CC1CCCCN1S(=O)(=O)c1cccc2cccnc12 (configuration not stated)
 : 3.4% | -13.9% | 1.9% | -13.4% | 4.9% | -22.0
(9) CCOc1ccc(-n2c(=O)c3c4c(sc3n(CC(=O)NCC3CCCO3)c2=O)CCC4)cc1 (configuration not stated)
 : 15.1% | -1.1% | 2.1% | 0.2% | -2.4% | -35.8
(10) CN(C)Cc1c(O)ccc2[nH]cnc12
 : ? | 4.0% | 7.7% | -9.2% | -24.0% | -94.9*
(11) COC(=O)C1CC(Cl)CN1c1ncc(C(F)(F)F)cc1Cl (configuration not stated)
 : 11.1% | 5.8% | 1.2% | 2.2% | 5.7% | -27.8
(12) CCc1ccc(OCc2cc(=O)n3c4c(sc3n2)CCCC4)cc1
 : . | -7.9% | . | . | -9.7% | -1.4
(13) O=C(NC12CC3CC(CC(C3)C1)C2)N1CCN(c2ccccn2)CC1
 : 18.5% | 1.5% | -1.9% | -1.9% | -0.7% | -27.8
(14) CC(C)(C)c1cccc(Oc2nn[nH]n2)c1
 : -14.4% | -1.9% | 15.1% | 1.8% | 0.1% | 42.9
(15) CCCCCn1c(=O)c(C(=O)Nc2cnccn2)c(O)c2ccccc21
 : 8.91µM* | -5.2% | 43.0%[activator] | -2.8% | . | ?
(16) CCN(C(=O)CSc1ncccn1)c1c(N)n(Cc2ccccc2)c(=O)[nH]c1=O
 : 3.5% | 0.0% | 12.4% | . | -3.4% | -24.0
(17) Cn1c(CCNC(=O)c2cccs2)nnc1SCC(=O)Nc1nc(-c2ccccc2)cs1
 : 7.1%&-0.1% | -9.4% | -6.8% | -1.0% | 0.6% | 44.8
(18) Cc1ccc(O)c(N=CC2=C(O)c3ccccc3C2=O)c1
 : ? | ? | -6.5% | -24.7% | -25.5% | 18.4
(19) CCOC(=O)N1CCN(C(=S)NC2CCCC2)CC1
 : 1.8% | -3.9% | -1.0% | -1.2% | 0.6% | ?
(20) O=C(Nc1cc(S(=O)(=O)N2CCCCC2)ccc1N1CCCCC1)C1CC1
 : -23.9% | -4.5% | -6.2% | 0.0% | -2.6% | -61.0*
(21) CCC(=O)NC(Nc1sc2c(c1C(=O)OC)CCN(C)C2)(C(F)(F)F)C(F)(F)F
 : 4.5% | 1.9% | -1.4% | -28.1% | 0.7% | -101.2*
(22) COC(=O)Cc1cc(=O)oc2cc(OC)ccc12
 : 8.2% | 1.5% | 2.2% | 2.9% | 0.5% | -16.0
(23) COCCC(=O)NC12CC3CC(CC(C3)C1)C2
 : 0.2% | 3.8% | -10.0% | 1.3% | 6.8% | 11.5
(24) Cc1ccc(S(=O)(=O)c2cccc(S(=O)(=O)N3CCOCC3)c2)cc1S(=O)(=O)N1CCOCC1
 : 7.6% | 1.2% | 0.7% | 0.3% | 5.8% | -3.8
(25) Cc1ccc(OCC(=O)N(C)CC(=O)N(CC(C)C)c2c(N)n(CC(C)C)c(=O)[nH]c2=O)c(C)c1
 : -4.0% | -9.8% | 17.9% | . | -18.1% | ?
(26) COc1ccc(C)cc1NC(=O)CN1c2ccccc2S(=O)(=O)c2ccccc21
 : . | 6.2% | . | . | -6.8% | 13.8
(27) COCCCNC(=O)C1CC(=O)N(CCc2ccccc2)C1 (configuration not stated)
 : 17.0% | -14.4% | -5.1% | 1.2% | -21.4% | -7.4
(28) Cc1cccc(Nc2c([N+](=O)[O-])c(=O)oc3ccccc23)c1
 : -4.8% | -5.4% | 1.8% | 0.3% | -25.4% | -18.6
(29) COC(=O)c1ccc(N(C(=O)CNC(=O)c2ccco2)C(C(=O)NCC2CCCO2)c2ccc(OC)c(OC)c2)cc1 (configuration not stated)
 : -13.9% | -11.3% | -3.5% | 10.4% | -1.6% | -16.4
(30) CCOCCCNC(=O)C1CCCN(S(=O)(=O)CC)C1 (configuration not stated)
 : 3.0% | ? | 0.6% | 1.1% | 1.7% | -7.6

Next records
Order of results – HCV inh | AmpC detergent | AMA1-RON2 inh | Giardia FBPA inh | Sm TGR inh | HCMV antiviral
(31) CCCCC(=O)NC(Nc1nc(C2CC2)cs1)(C(=O)OCC)C(F)(F)F (configuration not stated)
 : -2.6% | 4.9% | -8.8% | -3.3% | -3.6% | 9.6
(32) COCCCN1C(=O)c2[nH]nc(-c3ccccc3O)c2C1c1ccc(Cl)cc1 (configuration not stated)
 : ? | -2.5% | 14.6% | -3.9% | 6.3% | 4.5
(33) CCC(CC)C(=O)Nc1cccc(C(=O)c2ccccc2)c1
 : -12.3% | -1.2% | 0.6% | -1.3% | -2.4% | -10.7
(34) Fc1ccc2c(c1)C(c1ccncc1)=NNC(c1ccc(Br)cc1)=N2
 : -25.1% | -8.4% | 4.6% | 7.1% | -3.6% | -33.0
(35) COc1ccccc1NC(=O)c1oc2ccccc2c1NC(=O)c1ccc(S(=O)(=O)N(C)C)cc1
 : . | 13.1% | . | . | 2.9% | 4.7
(36) CC(=O)NC(Cc1ccccc1)C(=O)N1CCN(C(=O)c2ccco2)CC1 (configuration not stated)
 : -7.8% | -7.4% | 4.4% | -3.7% | 0.0% | -0.6
(37) Cc1oc2ncnc(N3CCCCC3)c2c1C(=O)NCC1CCN(Cc2ccccc2F)CC1
 : . | 25.3% | . | . | -5.7% | 12.4
(38) Cc1cnc(SCCc2ccncc2)nc1C
 : -3.2% | 1.6% | . | 5.4% | -19.8% | .
(39) COc1ccccc1C(=O)NC(CCSC)C(=O)OCC(=O)NC(=O)NCc1ccco1 (configuration not stated)
 : 3.2% | -5.8% | -8.0% | 2.0% | 0.5%[11.4 µM] | 6.3
(40) O=C(NC(=C(Cl)Cl)P(=O)(c1ccccc1)c1ccccc1)c1ccccc1
 : 30.1%[activator] | -18.1% | 3.8% | -0.1% | -3.6% | -13.7
(41) O=C(Nc1ccc(NC(=O)c2cc3ccccc3o2)cc1)c1ccco1
 : -14.0% | -0.9% | -6.1% | 0.5% | 8.9% | ?
(42) OCC1(Cc2cccc(Cl)c2)CCCN(Cc2ccc(F)c(F)c2)C1 (configuration not stated)
 : 13.8% | -9.4% | 0.7% | -1.1% | -28.1% | -28.0
(43) COc1ccc(C(=O)C2CCCN(C(=O)c3ccnn3C)C2)c(C)c1 (configuration not stated)
 : -2.8% | -9.7% | -1.6% | . | 0.0% | 1.0
(44) COC(=O)Nc1[nH]ncc1[N+](=O)[O-]
 : 39.7%[activator] | 5.4% | 2.2% | -1.4% | -0.5% | -5.6
(45) CCOc1cccc(C(=O)Nc2ccccc2OC(F)F)c1
 : ? | -4.1% | 28.6% | 3.0% | -16.2% | -0.1
(46) O=C(c1ccco1)c1cn(CCOc2ccc(Cl)cc2)c2ccccc12
 : . | 23.0% | . | . | 6.1% | -0.4
(47) COc1ccccc1/C=C/C1C(C(=O)OCC(C)C)=C(C)N=C2SCCC(=O)N21 (configuration not stated)
 : -16.8% | 10.0% | -12.6% | -5.0% | -0.7% | -26.0
(48) COc1ccc2nc3c(cc2c1)c(NC(=O)c1cccs1)nn3CC(C)C
 : ? | 1.7% | 141.5%[activator] | ? | 0.5% | -83.5*
(49) C=CCNC(=O)CNS(=O)(=O)c1ccc(F)cc1
 : 5.5% | -2.1% | 8.3% | -3.2% | -29.0% | 43.1
(50) CCC(C)N(C(=O)COc1ccc(-c2nnco2)cc1)C1CCS(=O)(=O)C1 (configuration not stated)
 : 12.6% | -1.8% | 4.9% | . | -8.2% | -4.6
(51) CC(C)Oc1ccccc1NC(=O)CSc1nc2ccccc2c(=O)n1C
 : ? | -24.4% | 0.0% | 7.0% | 1.9% | ?
(52) C/C(=N\NC(=O)c1c(Cl)cnn1C)c1cccc(NC(=O)C(C)C)c1
 : 1.4% | 10.6% | 4.2% | 8.6% | 0.1% | -28.0
(53) COc1ccccc1/C=C/CN1CCC(Oc2ccc(C(=O)N3CCCC3)cc2)CC1
 : -23.4% | -11.7% | -10.9% | 2.8% | -3.3% | -28.8
(54) O=C(CCn1c(=S)[nH]c2ccccc2c1=O)NCCCN1CCCC1=O
 : -1.0% | -13.7% | 14.4% | -14.4% | 10.3% | 39.7
(55) N#Cc1nc(COc2ccc(F)cc2)oc1N1CCN(Cc2ccccc2)CC1
 : ? | -16.5% | ? | -8.7% | -16.4% | 22.9
(56) CCCOc1ccc(C(=O)Nc2ccc(NC(=O)c3cccc(Cl)c3)cc2)cc1
 : . | 12.2% | . | . | 6.2% | 5.2

Single records, from the list above. Screens in order: HCV inh	AmpC detergent	AMA1-RON2 inh	Giardia FBPA inh	Sm TGR inh	HCMV antiviral
Cc1oc2ncnc(N3CCCCC3)c2c1C(=O)NCC1CCN(Cc2ccccc2F)CC1 is listed as .	25.3%	.	.	-5.7%	12.4
OCC1(Cc2cccc(Cl)c2)CCCN(Cc2ccc(F)c(F)c2)C1 (configuration not stated) is listed as 13.8%	-9.4%	0.7%	-1.1%	-28.1%	-28.0
COC(=O)Nc1[nH]ncc1[N+](=O)[O-] is listed as 39.7%[activator]	5.4%	2.2%	-1.4%	-0.5%	-5.6
COc1ccc2nc3c(cc2c1)c(NC(=O)c1cccs1)nn3CC(C)C is listed as ?	1.7%	141.5%[activator]	?	0.5%	-83.5*
CCCOc1ccc(C(=O)Nc2ccc(NC(=O)c3cccc(Cl)c3)cc2)cc1 is listed as .	12.2%	.	.	6.2%	5.2
